KinaseGlo FLuc – Counterscreen for Luciferase (Kinase-Glo TM) Inhibition; AID 1379, 2008; Potency, µM (top dose mostly 38.3 µM), for inactives: at the top dose activity change, negative = inhibition, most hits filed as inhibitors; 0.28% of 200,000 active; Kinase-Glo luciferase, ATP luminescence, 8 min; Luciferin 4-monooxygenase (Photuris pensylvanica), Q27757; also: potency is read from the fitted curve at half-maximal effect; % is scaled to controls: 0 for no effect and ±100 for the full control effect; nearly all actives have a fitted effect of over 60% in size
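Luminescence was the read-out, taken after 8-minute incubation at ambient temperature. Luciferase turned over luciferin with 10 uM ATP in imidazole pH 7.2 buffer containing KCl, MgCl2, Tween 20 and BSA.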
HTT aggregate – qHTS Multiplex Assay to Identify Dual Action Probes in a Cell Model of Huntington: Aggregate Formation (GFP). PC12 HttQ103-GFP aggregates, Acumen cytometry, 40 h. Potency, µM (series often up to 46.1 µM), without a hit: at the highest dose activity change, negative = inhibition, usual class: inhibitors. AID 1688, 2009. 1.1% of 220,000 active; also: potency is read from the fitted curve at half-maximal effect; % is scaled to controls: 0 for no effect and ±100 for the full control effect; nearly all actives have a fitted effect of over 60% in size
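Huntingtin Q103 exon 1–GFP aggregates in induced PC12 cells (100 nM tebufenozide) were quantified by cytometry from lysates, with compounds dosed in titration.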
IMPase Li cell – qHTS Assay for Identifying the Cell-Membrane Permeable IMPase Inhibitors: Potentiation with Lithium | CHO-M1 cells, IP1 TR-FRET (IP-One), carbachol + lithium | Potency, µM (titrated, usually from 59.4 µM), without a hit: at the top dose activity, negative = IMPase inhibition, most hits filed as inhibitors | 0.35% of 210,000 active;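 also: IP1 builds up when IMPase is blocked and the TR-FRET signal falls; potency is read from the fitted curve at half-maximal effect; plate controls were basal vehicle for no effect and high inhibitor control for full effect; nearly all actives have a fitted effect of over 50% in size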
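Concentration–response in CHO-M1 cells, lithium-potentiated; 30 min at 37C. IP1 detected by competitive TR-FRET after 10 min lysis at RT. Hill-fitted AC50.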
CBFb-RUNX1 inh – qHTS Assay for Compounds Blocking the Interaction Between CBF-beta and RUNX1 for the Treatment of Acute Myeloid Leukemia | Runt-related transcription factor 1 (Homo sapiens) + Core-binding factor subunit beta … | AlphaScreen CBFb-His/RUNX1-biotin binding, biochemical | Potency, µM (series often up to 59.8 µM), without a hit: top-dose activity, negative = inhibition, most hits filed as inhibitors | 230,000 tested, under 10 active | AID 1477, 2009; also: % of control where 0% means no effect
Target sequence (Q01196 whole entry, looked up): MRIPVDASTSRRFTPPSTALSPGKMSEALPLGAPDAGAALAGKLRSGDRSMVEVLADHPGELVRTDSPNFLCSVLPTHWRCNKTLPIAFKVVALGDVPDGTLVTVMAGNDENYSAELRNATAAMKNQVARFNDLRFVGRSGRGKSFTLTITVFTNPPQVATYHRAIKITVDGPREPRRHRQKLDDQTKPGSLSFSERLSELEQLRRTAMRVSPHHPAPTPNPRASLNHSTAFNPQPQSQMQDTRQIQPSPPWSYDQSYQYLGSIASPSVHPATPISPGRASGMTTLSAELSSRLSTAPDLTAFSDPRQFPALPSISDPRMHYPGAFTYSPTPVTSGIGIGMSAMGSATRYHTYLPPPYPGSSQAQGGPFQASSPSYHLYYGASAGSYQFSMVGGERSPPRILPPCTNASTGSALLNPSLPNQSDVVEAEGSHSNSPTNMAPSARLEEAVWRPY
Target sequence (Q13951 whole entry, looked up): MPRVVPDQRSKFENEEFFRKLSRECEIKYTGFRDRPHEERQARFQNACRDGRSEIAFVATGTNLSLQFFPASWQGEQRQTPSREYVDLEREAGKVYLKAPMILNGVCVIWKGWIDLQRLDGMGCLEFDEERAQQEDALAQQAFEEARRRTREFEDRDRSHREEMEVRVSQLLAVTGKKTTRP
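Room-temperature protein-protein interaction test with 30 nM each of His-tagged CBF-beta and biotinylated RUNX1, 15 min with compound, then 90 min with nickel plus streptavidin beads. Signal read in AlphaScreen mode.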
Epigenetic derep – Quantitative High-Throughput Screen for Regulators of Epigenetic Control; murine LDR cells, GFP reporter derepression, 30 h; Potency, µM (series often up to 53.9 µM), for the others: at the top dose GFP activation, hits mostly activators; 0.2% of 280,000 active; also: potency is read from the fitted curve at half-maximal effect; % of control where 0% means no effect; nearly all actives have a fitted effect of over 60% in size
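Reporter derepression read as number of fluorescent GFP-positive objects, 20-120 um in size, counted by laser-scanning cytometer. Mouse LDR line with an epigenetically silenced CMV-GFP locus; compound incubation 30 h, 37 C.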
NPSR antag – qHTS Assay for Antagonists of the Neuropeptide S Receptor: cAMP Signal Transduction | AID 1461, 2008 | 1% of 220,000 active | Potency, µM (series often up to 38.3 µM), without a hit: at the top dose activity change, negative = inhibition, hits mostly inhibitors | CHO-NPSR cells, cAMP TR-FRET, antagonist mode; also: potency is read from the fitted curve at half-maximal effect; % is scaled to controls: 0 for no effect and ±100 for the full control effect; nearly all actives have a fitted effect of over 50% in size; many of its hits are not listed in these tables
Target sequence (Q6W5P4 whole entry, looked up): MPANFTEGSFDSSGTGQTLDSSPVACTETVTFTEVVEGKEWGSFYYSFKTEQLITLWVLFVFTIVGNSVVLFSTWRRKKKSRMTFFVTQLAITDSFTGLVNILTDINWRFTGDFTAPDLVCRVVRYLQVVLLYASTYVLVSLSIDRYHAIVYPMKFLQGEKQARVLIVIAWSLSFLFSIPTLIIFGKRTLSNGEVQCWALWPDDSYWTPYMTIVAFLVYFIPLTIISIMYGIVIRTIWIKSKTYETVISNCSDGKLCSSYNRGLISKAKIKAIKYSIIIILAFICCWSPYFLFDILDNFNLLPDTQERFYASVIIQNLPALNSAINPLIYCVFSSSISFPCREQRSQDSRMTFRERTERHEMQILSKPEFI
L3MBTL1 inh – qHTS Assay for the Inhibitors of L3MBTL1; Lethal(3)malignant brain tumor-like protein 1 (Homo sapiens), Q9Y468; AlphaScreen L3MBTL1–H3K9me1 peptide binding; Potency, µM (titrated, usually from 57.1 µM), for the others: at the highest dose activity, negative = inhibition, hits mostly inhibitors; 0.66% of 230,000 active; AID 485360, 2010; also: potency is read from the fitted curve at half-maximal effect; % is scaled to controls: 0 for no effect and ±100 for the full control effect; nearly all actives have a fitted effect of over 60% in size
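L3MBTL1 (50 nM) pre-complexed 30 min with biotinylated H3(1-15)K9me1 peptide (75 nM), then compounds added for 30 min at room temperature; AlphaScreen streptavidin donor/nickel chelate acceptor beads (10 ug/mL final) read after 30 min dark incubation.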
The depositor's hits bear a star; ? = inconclusive; · = no result given; [ ] = another dose, or the depositor's remark. Calls follow the shape of the dose curve; as a rule, active = well fitted curve in the direction sought with a large enough effect; inconclusive = small, poorly fitted or top-dose-only effect, or another doubt; inactive = no such curve, though single readings can be large; an effect the other way counts as inactive or inconclusive.

SMILES	KinaseGlo FLuc	HTT aggregate	IMPase Li cell	CBFb-RUNX1 inh	Epigenetic derep	NPSR antag	L3MBTL1 inh
CCOc1ccccc1C(=O)Nc1cc(C(=O)NCC(C)C)ccc1Cl	-2.0%	-27.4%[9.22 µM]	11.1%	-2.8%	3.2%	14.3%	4.4%
CC(=O)c1cc(-c2ccc(F)cc2)n(CCC(=O)Nc2cc(C)[nH]n2)c1C	1.1%	19.8%	-7.4%	-12.0%	-2.0%	-1.7%[46.1 µM]	-7.3%
O=C(/C=C/c1ccncc1)c1ccc2c(c1)OCCO2	-9.1%	-13.1%[9.22 µM]	20.9%	5.5%	?	-30.2%	-11.8%
Cc1ccc(C(=O)NCc2ccccc2)c(F)c1F	3.1%	?	1.7%	1.3%	2.6%	6.8%	6.7%
Cc1cc(-n2c(C)cc(C(=O)COc3ccccc3[N+](=O)[O-])c2C)no1	2.9%	27.8%[9.22 µM]	9.3%	-9.5%	-0.7%	-14.6%	-7.7%
CCOC(=O)c1cc(-c2ccccc2)n(CC(=O)NC(C)(C)C)c1C	1.1%	-1.5%	14.2%	5.1%	1.1%	-16.3%	-1.1%
CN(C(=O)CSc1nc2ccccc2s1)c1c(N)n(Cc2ccccc2)c(=O)[nH]c1=O	5.6%	8.5%	1.4%	-4.4%	1.7%	11.2%	·
COc1ccc(S(=O)(=O)NC(CC(=O)NCc2ccccc2OC)c2ccco2)cc1 (stereo unspecified)	4.3%	-26.3%	32.9%[38.3 µM]	6.8%	-1.0%	-20.4%[46.1 µM]	4.4%
Cc1cc(=O)oc2cc(OCC(=O)OCC(=O)Nc3ccc(C(C)C)cc3)ccc12	1.9%	-7.9%	-1.3%	5.1%	-2.2%	5.9%	4.2%
COc1ccc(N2C(=O)CC(Sc3nnc(-c4ccccc4)o3)C2=O)cc1 (stereo unspecified)	14.7%	25.1µM*	8.91µM*	2.6%	?	?	-2.9%
CCOC(=O)Oc1ccc2c(=O)c(Oc3cc(C)cc(C)c3)coc2c1	-1.0%	-7.3%	-12.1%[38.3 µM]	7.8%	-0.8%	-27.8%[46.1 µM]	7.1%
Cc1ccc(S(=O)(=O)N2CCOCC2)cc1C(=O)NCCCn1ccnc1	0.3%	7.6%[9.22 µM]	1.3%[38.3 µM]	-1.7%	-4.5%	-6.3%[46.1 µM]	·
C=CCOC(=O)c1sc(NC(=O)c2ccco2)nc1C	-20.2%	-6.9%	3.1%[38.3 µM]	7.0%	-4.3%	-6.2%[46.1 µM]	0.5%
Cc1nn(C)c(C)c1NC(=O)CN1CCC(O)(c2ccc3c(c2)OCO3)CC1	-1.0%	1.1%	-9.6%[38.3 µM]	4.4%	-0.7%	-1.3%[46.1 µM]	9.4%
CCOC(=O)c1c(NC(=O)c2ccccc2)sc2c1CCc1ccccc1-2	0.0%	-12.1%	-1.8%	7.5%	-1.6%	-51.9%	71.8%[activator]
Cc1cccc2nc(Cn3c(=O)n(CCC(=O)NCc4ccco4)c(=O)c4sccc43)cc(=O)n12	4.0%	-11.5%	1.1%[38.3 µM]	4.2%	-1.1%	-4.4%[46.1 µM]	·
CC1=C(C(=O)OC2CCCCC2)C(c2cccnc2)n2ncnc2N1 (stereo unspecified)	1.2%	-8.2%	-1.7%	8.9%	-1.0%	4.8%	-2.6%
COCCOC(=O)C1=C(C)NC2=C(C(=O)CCC2)C1c1ccc2c(c1)OCO2 (stereo unspecified)	-0.6%	-2.3%	8.9%[38.3 µM]	1.4%	-1.0%	-7.1%[46.1 µM]	·
COc1ccc(C2(CNC(=O)c3ccc(OCC(C)C)cc3)CCOCC2)cc1	·	?	·	4.0%	0.1%	-19.3%[46.1 µM]	2.2%
CCN(CCO)c1ccc(-n2c(N)c(C(=O)OC)c3nc4ccccc4nc32)cc1	0.1%	18.4%	13.3%[38.3 µM]	1.4%	5.6%	-15.3%[46.1 µM]	-4.4%

Of the compounds above, 2 contain an aryl thioether with sulfur outside any ring.
SMILES	KinaseGlo FLuc	HTT aggregate	IMPase Li cell	CBFb-RUNX1 inh	Epigenetic derep	NPSR antag	L3MBTL1 inh
CN(C(=O)CSc1nc2ccccc2s1)c1c(N)n(Cc2ccccc2)c(=O)[nH]c1=O	5.6%	8.5%	1.4%	-4.4%	1.7%	11.2%	·
COc1ccc(N2C(=O)CC(Sc3nnc(-c4ccccc4)o3)C2=O)cc1 (stereo unspecified)	14.7%	25.1µM*	8.91µM*	2.6%	?	?	-2.9%

Continued.
SMILES	KinaseGlo FLuc	HTT aggregate	IMPase Li cell	CBFb-RUNX1 inh	Epigenetic derep	NPSR antag	L3MBTL1 inh
CCOC(=O)c1c(C)[nH]c(C(=O)OCc2c(C)noc2C)c1C	0.8%	?	-0.7%[38.3 µM]	1.1%	-1.6%	?	-3.8%
O=C(O/N=C(/c1ccccc1)c1ccncc1)c1cccc(F)c1	1.0%	-5.3%	-9.9%	4.8%	0.7%	9.5%	·
COc1ccc(-c2nnc(-c3ccc(OCC(C)C)cc3)o2)cc1	4.7%	8.6%	-3.3%[38.3 µM]	5.0%	-0.9%	-7.1%[46.1 µM]	3.4%
COc1ccc(Cl)cc1N(CC(=O)N1CCCCC1)S(C)(=O)=O	-2.2%	12.8%[9.22 µM]	23.1%	10.4%	1.0%	-19.1%	-22.2%
CC(NC(=O)c1ccco1)C(c1cccs1)N1CCN(c2ccccc2F)CC1 (stereo unspecified)	12.6%	-6.7%	11.9%	1.4%	1.0%	-50.5%	3.0%[11.4 µM]
Cc1ccc(Cl)cc1NC(=S)N(CCCN1CCOCC1)Cc1ccccn1	-1.6%	2.9%	-3.8%	2.6%	-1.9%	11.6%	-0.2%
C=CC1=C2C=C(C3CC3)N(CCCN(CC)CC)C=C2C(=O)C(C)(OC(=O)c2ccco2)C1=O (stereo unspecified)	-2.6%[7.66 µM]	·	5.0%	-0.5%[13.1 µM]	·	·	·
Cc1cccc(N2CCN(Cc3cn(C)nc3-c3ccccc3F)CC2)n1	-1.5%	-10.9%[9.22 µM]	13.1%	-5.7%	1.1%	27.8%	-6.8%
Cc1ccc2oc(=O)n(CCOc3ccccc3C)c2c1	-1.0%	-6.0%[9.22 µM]	27.2%	-0.9%	-1.1%	31.2%	30.3%[activator]
COc1ccc(NC(=O)C2CCN(C(=O)NC3CCCCC3)CC2)c(OC)c1	1.8%	13.3%	-1.0%[38.3 µM]	7.7%	0.0%	9.5%[46.1 µM]	1.7%
Cc1ccc2oc3c(c(=O)c2c1)C(c1cccc(Cl)c1)N(CCCN1CCOCC1)C3=O (stereo unspecified)	3.7%	-30.6%	23.0%[38.3 µM]	2.3%	0.0%	-12.1%[46.1 µM]	2.5%
CCC(C)(C)NC(=O)C(c1ccco1)N(C(=O)Cn1nnc2ccccc21)c1ccc2c(c1)OCO2 (stereo unspecified)	-6.2%	4.6%	13.1%[38.3 µM]	5.4%	1.8%	-11.3%[46.1 µM]	-7.2%
COC(=O)c1cc(C(=O)OCC(=O)Nc2cc(C)on2)cc([N+](=O)[O-])c1	·	1.2%[9.22 µM]	·	6.7%	0.0%	-14.2%	-12.9%
CCCCN(Cc1cc2cc(OC)ccc2[nH]c1=O)C(=O)c1ccccn1	8.2%	0.6%	8.3%	-4.9%	-5.7%	?	?
CCCCn1nnnc1NCc1ccc(N2CCCC2)cc1	-1.7%	-6.9%	38.9%[activator][38.3 µM]	-25.2%	4.8%	-10.1%[46.1 µM]	-9.2%
O=C(CSc1ncnc2ccccc12)c1ccco1	-20.3%	-8.8%	-7.2%	-0.2%	1.6%	-2.4%	·
COCCCNC(=O)CC1Oc2ccccc2NC1=O (stereo unspecified)	3.3%	-14.4%	13.2%[38.3 µM]	5.2%	-0.8%	-4.1%[46.1 µM]	3.5%
COc1cccc(C2C3(C#N)C(N)=NC(OC)(OC)C23C#N)c1 (stereo unspecified)	6.6%	-17.5%	0.9%[38.3 µM]	0.8%	-2.3%	-13.2%[46.1 µM]	1.1%
CCc1cc2ccc(C)cc2nc1SCC(=O)N1CCN(C(=O)c2ccco2)CC1	3.2%	-12.4%	28.2%[38.3 µM]	-5.7%	1.2%	-27.7%[46.1 µM]	·
COc1ccc(OC(C)C(=O)N2CCCc3ccccc32)cc1 (stereo unspecified)	0.4%	16.0%	4.8%	4.5%	0.0%	0.2%	6.1%

Compound profiles, from the list above:
Listed for `COC(=O)c1cc(C(=O)OCC(=O)Nc2cc(C)on2)cc([N+](=O)[O-])c1` : KinaseGlo FLuc = ·; HTT aggregate = 1.2%[9.22 µM]; IMPase Li cell = ·; CBFb-RUNX1 inh = 6.7%; Epigenetic derep = 0.0%; NPSR antag = -14.2%; L3MBTL1 inh = -12.9%
Listed for `COc1ccc(NC(=O)C2CCN(C(=O)NC3CCCCC3)CC2)c(OC)c1` : KinaseGlo FLuc = 1.8%; HTT aggregate = 13.3%; IMPase Li cell = -1.0%[38.3 µM]; CBFb-RUNX1 inh = 7.7%; Epigenetic derep = 0.0%; NPSR antag = 9.5%[46.1 µM]; L3MBTL1 inh = 1.7%

(continued)
SMILES	KinaseGlo FLuc	HTT aggregate	IMPase Li cell	CBFb-RUNX1 inh	Epigenetic derep	NPSR antag	L3MBTL1 inh
Cn1cc(C(=O)C(F)(F)F)c2ccccc21	-1.4%	?	-6.7%[38.3 µM]	15.3%	-2.1%	-5.0%[46.1 µM]	9.2%
Cc1ccc(S(=O)(=O)N2CCCCC2C(=O)N2CCN(C)CC2)cc1 (stereo unspecified)	-4.3%	8.2%	25.3%[38.3 µM]	-0.9%	-5.8%	-0.3%[46.1 µM]	·
CC(=C/c1ccccc1)/C=N/NC(=O)c1ccc2nc[nH]c2c1	-3.5%	14.0%	2.9%	3.0%	0.0%	-8.7%	-7.1%
Cc1nn(-c2ccccc2)c2sc(C(=O)NCCN3CCOCC3)cc12	1.1%	-31.4%	-0.9%[38.3 µM]	3.2%	0.0%	-7.4%[46.1 µM]	0.3%
O=C(c1ccccc1)c1cc[n+]([O-])cc1	-3.1%	-10.9%	1.5%	8.9%	0.0%	-10.2%[46.1 µM]	3.4%

Not all compounds are listed, so the mix of outcomes need not match the whole.
